# GLS inhibitor = inhibitors of human glutaminase (GLS); 410,000 compounds, 0.21% hits; Potency, µM (series often up to 45.5 µM), for the others: top-dose activity change, negative = inhibition, usual class: inhibitors; GLS enzymatic activity, qHTS titration; also: % is scaled to controls: 0 for no effect and ±100 for the full control effect
#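 hKGA; 45 mM KH2PO4 pH 8.2 + 0.02% Tween-20; cpd via pin tool; 1 mM Gln soln; GluOx/HRP/Amplex Red; RT 30 min; fluor. t0 & final.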
# HP1b chromo inh = blocks HP1-beta chromodomain binding to methylated histone tails; Potency, µM (doses to about 114 µM), inactives show at the top dose activity change, negative = inhibition, actives largely listed as inhibitors; 390,000 compounds, 0.56% hits; P83916; AlphaScreen HP1-beta / biotin-H3K9me3 peptide binding; AID 540317; also: nearly all actives have a fitted effect of over 70% in size; inactives centre near 23
#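 AlphaScreen: HP1-beta (50 nM) preformed 30 min with biotin-H3(1-18)K9me3 peptide (50 nM) in PBS pH 7.4, 0.01% Tween-20. Compound added for 30 min at RT, then streptavidin donor/nickel chelate acceptor beads (10 ug/mL) for 30 min.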
# POLI inh = inhibitors of human DNA polymerase iota; Pol iota fluorescent replication assay, 10 min; Potency, µM (doses to about 115 µM), inactives show at the highest dose activity, negative = inhibition, most hits filed as inhibitors; 390,000 compounds, 1% hits
#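 Fluorescent replication assay read twice, at 0 min and 10 min after adding 50 nM (final) substrate. Enzyme (10 nM) and compounds were first incubated 15 min at room temperature; enzyme-free buffer wells were negative controls.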
# JMJD2A Tudor inh = blocks the human JMJD2A Tudor domain; 390,000 compounds, 4.4% hits; Potency, µM (titrated, usually from 114 µM), for the others: at the top dose activity change, negative = inhibition, most hits filed as inhibitors; O75164; AlphaScreen JMJD2A-Tudor / H3K4me3 peptide binding; also: % is scaled to controls: 0 for no effect and ±100 for the full control effect; nearly all actives have a fitted effect of over 50% in size
# G9a block = G9a (human) methyltransferase inhibition; Q96KQ7; G9a H3K9 monomethylation, AlphaScreen, 2 h; Potency, µM (top dose mostly 102 µM), for inactives: at the top dose activity, negative = inhibition, most hits filed as inhibitors; 350,000 compounds, 8.8% hits; also: % is scaled to controls: 0 for no effect and ±100 for the full control effect; nearly all actives have a fitted effect of over 75% in size
#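 Step 1: enzyme (final 20 nM) with compound, 15 min RT. Step 2: substrate peptide 500 nM and SAM 20 uM, 2 h RT. Step 3: anti-H3K9me1 antibody and AlphaScreen beads, 10 min, then plate read.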
# PGK inhibitor = blocks T. brucei phosphoglycerate kinase; AID 602233; Potency, µM (titrated, usually from 57.5 µM), inactives show at the highest dose activity change, negative = inhibition, most hits filed as inhibitors; P07378; 380,000 compounds, 0.043% hits; PGK/GAPDH coupled, Kinase-Glo luminescence, 60 min; also: % is scaled to controls: 0 for no effect and ±100 for the full control effect; nearly all actives have a fitted effect of over 60% in size
#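 Luminescent ATP detection (Kinase-Glo Plus) follows a 60-minute room-temperature incubation, with wells lacking PGK as controls. Buffer: 100 mM TEA (pH 7.6), 5 mM MgCl2, 0.01% Tween-20. Coupling enzyme GAPDH (100 nM final) supplies unstable 1,3-BPG in-well.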
# BAZ2B inh = inhibitors of human BAZ2B bromodomain; Q9UIF8; AlphaScreen BAZ2B-H3K14Ac peptide displacement; 360,000 compounds, 4.4% hits; Potency, µM (doses to about 114 µM), for inactives: at the top dose activity change, negative = inhibition, usual class: inhibitors; AID 504333; also: % is scaled to controls: 0 for no effect and ±100 for the full control effect; nearly all actives have a fitted effect of over 60% in size
#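 AlphaScreen displacement: compounds (up to 110uM) incubated 30 min at room temperature with a preformed 50 nM BAZ2B/50 nM biotinylated H3K14Ac peptide complex in PBS pH 7.4 with Tween-20. Donor and acceptor beads at 10 ug/mL final added, 20 min light-protected before reading.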
# BLM helicase inh = blocks DNA unwinding by human BLM helicase. P54132. 350,000 compounds, 0.2% hits. recombinant BLM DNA unwinding, fluorescence dequenching. Potency, µM (doses to about 56.1 µM), without a hit: at the highest dose activity change, negative = inhibition, most hits filed as inhibitors. AID 2528;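 also: plate controls were vehicle for no effect and no enzyme for full effect; nearly all actives have a fitted effect of over 35% in size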
# Pin1 inh = inhibitors of human Pin1. Q13526. Pin1 FP peptide displacement, HiFluor488, 10 min. Potency, µM (series often up to 115 µM), without a hit: at the highest dose activity, negative = inhibition, usual class: inhibitors. 390,000 compounds, 0.009% hits; active = well fitted inhibition curve with a large enough effect in the polarisation, with a control signal flat, not every such curve was filed as active; inconclusive = small, poorly fitted or top-dose-only effect, or effect the other way, or a change in a side signal; inactive = no such curve, though single readings can be large or run the other way; the % refers to the polarisation; also: % is scaled to controls: 0 for no effect and ±100 for the full control effect
# Numbers without * were called inactive; i = inactive; ? = inconclusive; nt = no result given; [ ] = another dose, or the depositor's remark. Unless noted, calls follow the shape of the dose curve; as a rule, active = well fitted curve in the direction sought with a large enough effect; inconclusive = small, poorly fitted or top-dose-only effect, or another doubt; inactive = no such curve, though single readings can be large; an effect the other way counts as inactive or inconclusive. Potency is read from the fitted curve at half-maximal effect. Some of the compounds tested; the hit share may differ from the screen's.
1: CCOC(=O)CSc1nc(-c2ccccn2)ncc1OC
2: O=CNc1ccccc1
3: COc1cccc(C2(O)CCN(C(=O)Cc3cccnc3)CC2)c1
4: S=c1[nH]c2ncccc2o1
5: CCOc1ccc(S(=O)(=O)NN)cc1
6: NS(=O)(=O)c1ccc(CCNC(=O)COC(=O)c2nc(Cl)ccc2Cl)cc1
7: Cc1cccc(Nc2nnc(-c3ccc(N4CCOCC4)c([N+](=O)[O-])c3)c3ccccc23)c1
8: COc1ccc(C(C)(C)C)cc1NC(=O)CNc1cccc2ccccc12
9: Cc1cc([N+](=O)[O-])nn1CC(=O)N1CCOCC1
10: CC(C)NC(=O)C1CCN(C2CCN(C(=O)/C=C/c3cccs3)CC2)CC1
entry no. | 1 | 2 | 3 | 4 | 5 | 6 | 7 | 8 | 9 | 10
GLS inhibitor | 2% | -5% | 7% | -4% | 17% | -4% | 1% | 2% | -14% | 20%
HP1b chromo inh | 27% | 65%[activator] | 23% | -1% | 57%[activator] | 60%[activator] | 4% | ? | 20% | 28%
POLI inh | 5% | 1% | 2% | -18% | -8% | -14% | 10% | 60%[activator] | 38%[activator] | -5%
JMJD2A Tudor inh | 71µM* | -12% | -8% | -12% | 10% | 1% | ? | 45µM* | 2% | -6%
G9a block | ? | -34%[0.501 µM] | 26% | ? | ? | 18%[2.33 µM] | 10µM* | ? | -6% | 2%
PGK inhibitor | -6% | 2% | -8% | i | -6% | i | -8% | 6% | 2% | 9%
BAZ2B inh | 25µM* | -1% | -24%[57.1 µM] | ? | -1% | 7% | ? | ? | -4% | 2%
BLM helicase inh | 1% | nt | 0% | -2% | 0% | nt | -3% | -9% | -1% | -1%
Pin1 inh | -4% | 1% | 2% | -3% | 0% | 15% | -6% | 3% | -1% | 4%

11: CCOC(=O)NN1C(=O)c2ccccc2NC1c1ccc(OC)c(OC)c1 (stereo unspecified)
12: COc1cccc(N2CC(NC(=O)C(=O)c3c(C)[nH]c4ccccc34)CC2=O)c1 (stereo unspecified)
13: COc1ccc(Br)cc1S(=O)(=O)NCc1ccccn1
14: C=CCSc1nc(N(CC)CC)c2sccc2n1
15: CCc1ccc(NC(=O)COc2ccc3c(c2)OCO3)cc1
16: COc1ccc(CCN=C(N)NS(=O)(=O)c2ccc3ccccc3c2)cc1
17: N#Cc1ccc(C[C@H](C(=O)O)N2C(=O)c3ccc(C(=O)O)cc3C2=O)cc1
18: O=C(NC1c2ccccc2-c2ccccc21)c1ccccc1
19: Cc1ccc(C(=O)N/N=C/c2ccc3c(c2)OCO3)o1
20: CC(=O)Nc1c(Br)cc2c(c1Br)Cc1cc(Br)ccc1-2
entry no. | 11 | 12 | 13 | 14 | 15 | 16 | 17 | 18 | 19 | 20
GLS inhibitor | 14% | -2% | 8% | 3% | 4% | 6% | nt | 20% | 1% | 2%
HP1b chromo inh | 45%[activator] | 17% | 30% | 134%[activator] | 20% | 4% | nt | -2% | 53%[activator] | 26%
POLI inh | 87%[activator] | 13% | -7% | 8% | 24% | 6% | nt | -10% | 13% | 8%
JMJD2A Tudor inh | -1% | -8% | -7% | 96%[activator] | -26% | -30% | -27% | -18% | -1% | -3%
G9a block | 9%[59 µM] | ? | 47% | 109%[activator][59 µM] | nt | ? | -5%[12.7 µM] | 23%[59 µM] | -7%[59 µM] | nt
PGK inhibitor | 5% | 0% | 2% | -1% | -4% | -14% | nt | -8% | -14% | 8%
BAZ2B inh | -17% | -7% | 0% | 146%[activator] | ? | -25% | -5% | -2% | -5% | nt
BLM helicase inh | -6% | nt | -3% | -5% | -4% | -8% | 1% | -2% | -2% | nt
Pin1 inh | -1% | -8% | 1% | 0% | -2% | -2% | ? | -4% | -12% | -3%

21: O=C(NCCc1ccccc1)c1ccc2c(c1)N(Cc1ccc(F)cc1Cl)C(=O)CS2
22: Cc1cc(OCC(=O)Nc2cccc(S(=O)(=O)NC3=NCCCCC3)c2)ccc1Cl
23: Cc1cccc(C)c1NC(=O)c1csc2c1CCCC2
24: Oc1c(Br)cc(Br)c(/C=N/n2c(-c3ccccc3)n[nH]c2=S)c1Br
25: Cc1nonc1C(=O)N/N=C/c1cccc(O)c1
26: CCOC(=O)C(C)NC(=O)c1c(C)oc2ncn(CC(C)C)c(=O)c12 (stereo unspecified)
27: N#CCCN(C(=O)COC(=O)C1CCN(S(=O)(=O)c2ccc3c(c2)OCCO3)CC1)c1ccccc1
28: Cc1ccc([C@H]2C(C(=O)O)=CC[C@@H](c3ccc(C(C)C)cc3)N2S(=O)(=O)c2ccc(C)cc2)cc1
29: O=C(Cc1cccs1)Nc1cccc(-c2ccc3nncn3n2)c1
30: CN(C)c1ccc(S(=O)(=O)NCC(=O)N2CCN(c3ccccc3)CC2)cc1[N+](=O)[O-]
entry no. | 21 | 22 | 23 | 24 | 25 | 26 | 27 | 28 | 29 | 30
GLS inhibitor | -1% | 3% | -6% | 24% | 25% | -8% | -19% | 31% | -3% | 3%
HP1b chromo inh | 27% | 5% | 7% | ? | 16% | 7% | 23% | 6% | 33% | -15%
POLI inh | 25% | 166%[activator] | -30% | 28µM* | 16% | 9% | 28% | ? | 77%[activator] | -7%
JMJD2A Tudor inh | -5% | -16% | ? | 7.9µM* | -8% | -10% | -1% | ? | -8% | ?
G9a block | 9%[59 µM] | 14% | -33%[59 µM] | nt | 15%[59 µM] | -7%[59 µM] | 6%[0.501 µM] | nt | -19% | 9%[0.501 µM]
PGK inhibitor | 9% | 10% | -1% | -22% | ? | -9% | -1% | -6% | i | -3%
BAZ2B inh | 1% | 0% | -8% | 50µM* | -2% | 6%[57.1 µM] | 0% | nt | -11% | -39%
BLM helicase inh | 0% | -7% | -1% | -13% | 5% | 3% | nt | nt | -2% | nt
Pin1 inh | 11% | 12% | 0% | ? | 7% | -14% | 5% | nt | -1% | -7%

31: Cc1ccc(-c2cc(-c3ccco3)c(C#N)c(=O)[nH]2)cc1
32: CC1CCCN(Cc2cn3c(-c4cccc(Br)c4)nnc3s2)C1 (stereo unspecified)
33: CS(=O)(=O)N(CC(=O)N1CCN(Cc2ccccc2)CC1)c1cccc(Cl)c1
34: Cc1ccc(C2(O)CN(c3ccccc3)C3=[N+]2CCS3)cc1 (stereo unspecified)
35: CCOC(=O)C(C)Sc1ccc2nnc(-c3ccc(OCC)cc3)n2n1 (stereo unspecified)
36: CCOC(=O)C1=C(C)NC(C)=C(C(=O)OCC)C1C(=O)OCC(=O)NCc1ccccc1
37: Cc1ccc(S(=O)(=O)Nc2ccc3cc([N+](=O)[O-])ccc3c2[N+](=O)[O-])cc1
38: COCCNC(=O)c1cnn(-c2cccc(C)c2)c1-n1cccc1
39: COc1ccc(-c2csc(NC(=O)CSc3nc(C)nc4sc(C(=O)O)c(C)c34)n2)cc1
40: O=C(Cc1c[nH]c2ccccc12)N1CCN(S(=O)(=O)c2ccc(Cl)cc2)CC1
entry no. | 31 | 32 | 33 | 34 | 35 | 36 | 37 | 38 | 39 | 40
GLS inhibitor | 7% | -3% | -1% | 7% | nt | -14% | ? | 1% | 16% | 0%
HP1b chromo inh | 17% | 17%[57 µM] | 19% | 36% | 17%[57 µM] | 50%[activator] | -16%[57 µM] | 22% | 22µM* | -5%
POLI inh | ? | 19% | 10% | -4% | ? | 60%[activator] | ? | 23% | ? | 20%
JMJD2A Tudor inh | 79µM* | -13% | -2% | -28% | 0%[57.1 µM] | 3% | ? | -12% | 22µM* | -27%
G9a block | -132%[59 µM] | 5%[59 µM] | 6% | 6% | nt | nt | nt | -28%[59 µM] | nt | 14µM*
PGK inhibitor | -2% | i | 10% | 2% | nt | 5% | -8% | 6% | ? | i
BAZ2B inh | 50µM* | 4% | -12% | ? | nt | nt | nt | -4% | 50µM* | -8%
BLM helicase inh | 25µM* | 2% | -4% | 4% | nt | nt | nt | -2% | 32µM* | nt
Pin1 inh | ? | -12% | 5% | 8% | ? | -1% | 8% | -6% | ? | 0%

41: CSc1nc(=O)n(-c2ccccc2)c(C)c1C(C)=O
42: CCOc1ccc(OCC)c(Nc2nc3ccccc3c3nnc(C)n23)c1
43: COc1ccc(Cn2nnnc2C(c2ccccc2Cl)N2CCN(C3CCCC3)CC2)cc1 (stereo unspecified)
44: Cc1cc(C)n2[nH]c(=O)c(N=Nc3ccccc3)c2n1
45: OCCCNc1nc(-c2ccccc2)c2cc(Cl)ccc2n1
46: CCCCn1c(-c2sccc2C)n[nH]c1=S
entry no. | 41 | 42 | 43 | 44 | 45 | 46
GLS inhibitor | 1% | -9% | 2% | -1% | 9% | 11%
HP1b chromo inh | 29% | 10% | -5% | -2% | 107%[activator] | ?
POLI inh | 9% | 13% | 14% | -7% | -14% | 20%
JMJD2A Tudor inh | -8% | -13% | -22% | ? | 37%[activator] | 4.5µM*
G9a block | -2%[59 µM] | -8%[59 µM] | 14% | 7.9µM* | nt | 7.9µM*
PGK inhibitor | 8% | -2% | -3% | 0% | -2% | 4%
BAZ2B inh | nt | -23% | -4% | ? | nt | -18%
BLM helicase inh | -2% | -2% | 0% | -4% | nt | 1%
Pin1 inh | -1% | -2% | 1% | 8% | -2% | -4%

# Full records from above. Order of values: GLS inhibitor	HP1b chromo inh	POLI inh	JMJD2A Tudor inh	G9a block	PGK inhibitor	BAZ2B inh	BLM helicase inh	Pin1 inh
# Listed for OCCCNc1nc(-c2ccccc2)c2cc(Cl)ccc2n1 : 9%	107%[activator]	-14%	37%[activator]	nt	-2%	nt	nt	-2%
# Listed for CSc1nc(=O)n(-c2ccccc2)c(C)c1C(C)=O : 1%	29%	9%	-8%	-2%[59 µM]	8%	nt	-2%	-1%
# Listed for Cc1cc(C)n2[nH]c(=O)c(N=Nc3ccccc3)c2n1 : -1%	-2%	-7%	?	7.9µM*	0%	?	-4%	8%
# Listed for CCCCn1c(-c2sccc2C)n[nH]c1=S : 11%	?	20%	4.5µM*	7.9µM*	4%	-18%	1%	-4%
# Listed for CCOc1ccc(OCC)c(Nc2nc3ccccc3c3nnc(C)n23)c1 : -9%	10%	13%	-13%	-8%[59 µM]	-2%	-23%	-2%	-2%
